Scp-1 inhibitor – blocks human Scp-1 phosphatase activity; Recombinant Scp1, phosphopeptide, malachite green phosphate absorbance; inhibition, % at 20 µM; actives 0.88% (n = 340,000); AID 493091; Q9GZU7;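 active means inhibition above about 50% at 20 µM, limit read from the data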;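 further: plate controls were DMSO wells with enzyme for no effect and wells lacking enzyme for full effect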
Target sequence (Q9GZU7 76-261 limits assumed): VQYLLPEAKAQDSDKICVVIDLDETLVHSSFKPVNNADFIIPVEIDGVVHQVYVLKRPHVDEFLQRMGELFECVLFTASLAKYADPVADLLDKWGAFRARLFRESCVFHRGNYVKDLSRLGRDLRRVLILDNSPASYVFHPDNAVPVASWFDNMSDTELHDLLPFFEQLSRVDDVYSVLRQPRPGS
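Material – SCP-1 phosphatase catalytic domain, residues 76-261 · Buffer or medium – Acidic Tris acetate buffer with magnesium and detergent · Also added – Phospho 17-mer peptide substrate · Compound – single 20 µM dose, 1% DMSO · Times – 45 min room-temperature reaction, 5 min colour, 30 min stabiliser · Technique – Phosphate-binding colour reagent, absorbance read at 630 nm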
SUMO1 PPI mod – alters human SUMO1 binding to SIM partners; inhibition, % at 20 µM; AID 602429; actives 0.33% (n = 360,000); SUMO1 binding to a labelled peptide, TR-FRET, 1 h; in the data active means inhibition above about 37%
Target sequence (P63165 whole entry, looked up): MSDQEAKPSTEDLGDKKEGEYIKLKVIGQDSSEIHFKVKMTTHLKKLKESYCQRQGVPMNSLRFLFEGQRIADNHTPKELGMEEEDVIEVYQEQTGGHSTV
LMPTP inh – LMPTP (human) inhibition; AID 651560; inhibition, % at 20 µM; actives 0.22% (n = 360,000); recombinant LMPTP-A, OMFP fluorogenic substrate, fluorescence intensity; P24666;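 active means compounds that cut the enzyme signal by at least half of the control window in the single-dose screen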;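 further: plate controls were DMSO wells with enzyme plus substrate for no effect and substrate without enzyme for full effect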
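Assay system: LMPTP-A, protein tyrosine phosphatase of low molecular weight / Medium: pH 6.0 Bis-Tris buffer with DTT and Triton X-100 / Schedule: 50 min enzyme reaction at room temperature, protected from light / Measured by: endpoint fluorescence intensity from OMFP dephosphorylation / Read-out basis: % inhibition relative to no-enzyme and uninhibited control wells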
DNMT1 inh – DNMT1 (human) enzyme inhibition; DNMT1 molecular beacon, Hinp1I cleavage, fluorescence; inhibition (reported as % activation of signal), % at 10 µM; P26358; actives 0.83% (n = 360,000); in the data active means inhibition above about 50%
CSN inh – inhibitors of human CSN-mediated cullin deneddylation; actives 0.38% (n = 360,000); inhibition, % at 12.5 µM; AID 651999; Purified CSN, SCF-Nedd8-OG deneddylation, fluorescence polarization; Q92905;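 active means pattern-corrected inhibition above about 35%, with an unprinted fluorescence ratio check between 0.5 and 1.5, limit read from the data, passing the limit was not always enough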;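 further: 0% = enzyme with substrate and 100% = substrate without enzyme; some results filed as inactive read as strong as hits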
Target sequence (Q92905 whole entry, looked up, one chain of several): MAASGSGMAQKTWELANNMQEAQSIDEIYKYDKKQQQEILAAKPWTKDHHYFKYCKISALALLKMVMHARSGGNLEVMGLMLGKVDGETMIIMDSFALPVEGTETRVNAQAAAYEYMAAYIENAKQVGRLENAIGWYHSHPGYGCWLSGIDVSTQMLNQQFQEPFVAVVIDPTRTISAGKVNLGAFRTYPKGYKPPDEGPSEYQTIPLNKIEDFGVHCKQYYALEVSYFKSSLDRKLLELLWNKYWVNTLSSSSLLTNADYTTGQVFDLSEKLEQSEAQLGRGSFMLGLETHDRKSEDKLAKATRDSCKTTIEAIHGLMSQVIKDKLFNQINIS
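Detection – fluorescence polarization · System – HEK293T-derived human Csn5 enzyme · Controls – substrate-only high control, full reaction low control · Timing – 90 min, room temperature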
Rpn11 inh – blocks the human proteasome subunit Rpn11 | actives 0.59% (n = 360,000) | calls only at 20 µM | O00487 | human 26S proteasome, Ub4-pepOG fluorescence polarization; 20S core pre-blocked with epoxomicin;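 active means inhibition at 20 µM, scaled to each plate's controls, above about 33%, limit read from the data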
Target sequence (O00487 whole entry, looked up): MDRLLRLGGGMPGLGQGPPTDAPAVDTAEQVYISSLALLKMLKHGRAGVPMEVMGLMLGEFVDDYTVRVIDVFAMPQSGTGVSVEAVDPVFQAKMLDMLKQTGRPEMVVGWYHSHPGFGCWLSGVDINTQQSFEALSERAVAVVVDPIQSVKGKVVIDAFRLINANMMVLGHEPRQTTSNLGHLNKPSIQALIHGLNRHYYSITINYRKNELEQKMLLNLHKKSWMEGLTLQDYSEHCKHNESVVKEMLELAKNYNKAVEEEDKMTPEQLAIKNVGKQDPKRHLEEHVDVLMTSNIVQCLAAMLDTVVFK
NadD inh – inhibitors of Staphylococcus aureus NadD | purified NadD enzyme, colorimetric absorbance read-out | inhibition, % at 20 µM | actives 0.78% (n = 360,000); in the data active means inhibition above about 26%; further: some compounds past the cut are filed as inactive
Neddylation inh – blocks human cullin neddylation. calls only at 25 µM. TR-FRET cullin neddylation, biochemical. P61081+Q13564. actives 0.58% (n = 360,000); in the data active means inhibition above about 36%
Rin1-Abl PPI inh – blocks binding of human Rin1 to Abl; P00519+Q13671; TR-FRET Rin1/Abl binding, biochemical; inhibition, % at 7.35 µM; actives 0.4% (n = 360,000); AID 588664; in the data active means inhibition above about 5%, passing the limit was not always enough
STEP inh – STEP (human) phosphatase inhibition | P54829 | recombinant STEP, OMFP fluorogenic substrate, fluorescence | inhibition, % at 20 µM | actives 0.25% (n = 360,000);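 active means inhibition at 20 µM, scaled per plate between control wells, above about 37%, limit read from the data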;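 further: 0% = DMSO with enzyme and substrate and 100% = substrate only without enzyme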
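Material: STEP (striatal-enriched tyrosine phosphatase) enzyme, cell-free; Compound dosing: 20 µM single dose in 1% DMSO; Technique: fluorescence read at 480 nm ex / 540 nm em; Times: reaction 20 min, ambient temperature; Medium: 50 mM Bis-Tris pH 6.0 with 2.5 mM DTT and 0.005% Tween 20; Also added: OMFP at 25 µM.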
Active calls of the source: *; i = inactive; . = not tested or not shown; + = active, no number.

SMILES	Scp-1 inhibitor	SUMO1 PPI mod	LMPTP inh	DNMT1 inh	CSN inh	Rpn11 inh	NadD inh	Neddylation inh	Rin1-Abl PPI inh	STEP inh
CCCc1ccc(OCc2ccccc2)c2c(=O)cc(C(=O)OCC)oc12	-18.7	-0.3	-2.0	3.4	1.0	i	5.6	i	4.0	1.6
CCOC(=O)c1c(NC(=O)CCCC(=O)O)sc2c1CCC2	-2.7	0.8	-0.3	3.6	-2.1	i	7.3	i	3.6	-1.4
O=C(CSc1nccn1Cc1ccc(F)cc1)NC1CCCC1	-2.4	0.7	0.0	2.1	1.6	i	0.0	i	-2.2	-2.0
O=C(c1ccc(Cl)cc1)C1CCN(C(=O)c2ccc(F)cc2)CC1	-7.3	3.2	1.8	-0.9	-0.7	i	-7.9	i	3.1	1.4
Cc1coc2c(C)c3oc(=O)c(CC(=O)N[C@@H](CC(C)C)C(=O)O)c(C)c3cc12	-3.4	6.9	-1.7	0.8	0.0	i	3.4	.	2.3	0.8
NC(=O)c1ccccc1-c1nc(-c2ccccc2)no1	-5.5	0.5	-1.6	0.7	4.5	i	-1.4	i	2.8	-4.1
Cc1ccccc1NC(=O)CC(C)S(=O)(=O)c1ccc2c(c1)NC(=O)CO2 (centres undefined)	7.4	-1.6	-3.0	-1.4	2.1	i	-4.1	i	6.0	-2.0
O=C(CCC(F)(F)F)N1CCCC(CO)(CCc2ccccc2)C1 (centres undefined)	-9.9	11.3	-0.3	2.4	-3.6	i	-1.7	i	1.1	-4.4
c1ccc(-c2csc(N3CCOCC3)n2)cc1	-10.7	-3.7	-1.1	-3.3	1.8	i	5.1	i	-4.2	-0.7
O=C1CN(C(=O)COC(=O)C2CC(=O)N(Cc3ccco3)C2)c2ccccc2N1 (centres undefined)	15.3	-1.1	-2.2	2.2	2.9	i	1.2	i	0.0	-2.8
O=C(CSc1nc(=O)n(CCCN2CCOCC2)c2c1CCCC2)Nc1ccc(Cl)cc1	-0.6	0.4	0.1	-0.4	-5.1	i	-1.1	i	1.9	0.3
Nc1nnc(/C=C/c2ccccc2)s1	-6.5	-11.7	1.7	-2.5	-1.8	i	-6.9	i	-1.2	-3.0
CCOC(=O)C1CCCN(S(=O)(=O)CCNC(=O)c2ccccc2)C1 (centres undefined)	5.0	6.4	-1.1	4.7	-5.2	i	-4.1	i	-1.9	1.2
COc1ccc(/C=C/C(=O)OCC(=O)NCc2ccco2)c(OC)c1	-11.6	-15.8	-1.0	-3.4	6.3	i	-4.5	i	-0.7	0.0
CCCCN(Cc1cc2cc(OC)ccc2[nH]c1=O)S(=O)(=O)c1ccc(C)cc1	-11.7	5.2	1.3	-3.9	-1.4	i	-2.3	i	-4.2	1.5
c1ccc(C(c2ccccc2)c2ccn[nH]2)cc1	-4.2	0.8	0.1	-0.2	-0.9	i	-5.6	i	2.0	-0.3
COc1cc(/C=C/C(=O)OC[C@H]2O[C@H](OC3(CO)OC(CO)C(O)C3O)[C@H](O)[C@@H](O)[C@@H]2O)ccc1O (some centres undefined)	-5.8	-14.7	-0.9	0.1	-0.5	i	-2.5	i	2.7	0.1
Clc1ccc(OCCN2CCCCC2)cc1Cl	-1.7	3.8	-2.5	-0.2	-4.2	i	0.0	i	-0.6	0.5
CC(=O)Nc1cccc(OCCCNC(=O)C2CCC2)c1	-0.7	3.8	-1.1	1.3	0.5	i	2.5	i	-0.3	-2.5
CC(NC(=O)CCC(=O)NC(C)c1ccccc1)c1ccccc1 (centres undefined)	4.4	2.8	-2.6	-13.3	5.1	i	-5.9	i	-1.6	-1.3
O=[N+]([O-])c1cccc(-c2nc(-c3ccccc3)c(-c3cccs3)[nH]2)c1	-2.2	-1.3	0.6	0.1	2.1	i	16.6	i	0.3	-2.9
O=C(c1ccc2c(=O)n(CCc3ccccc3)c(=O)[nH]c2c1)N1CCN(c2ccccc2)CC1	0.1	5.1	-0.2	3.6	1.7	i	4.2	i	2.4	-1.0
Cc1ccc(OCC(=O)N(C)CC(=O)Nc2ccc(F)c(F)c2F)cc1	28.4	-0.6	-0.1	8.6	-1.1	i	-5.4	i	0.8	-1.3
O=C(CC12CC3CC(CC(C3)C1)C2)N/N=C/c1ccc([N+](=O)[O-])o1	0.5	-20.6	-0.8	-9.8	-11.4	i	-0.2	i	1.1	1.9
COc1ccc(/C=N\NC(=O)c2ccccc2Cl)cc1COc1c(F)c(F)c(F)c(F)c1F	-12.0	-10.3	6.6	-12.3	8.8	i	-3.5	i	-1.1	-0.4
Cc1nc(NCCc2ccccc2)c2nnn(Cc3ccccc3)c2n1	3.6	-2.7	1.2	5.7	0.8	i	0.1	i	-0.1	2.4
COc1ccc(Cl)cc1NC(=O)C/C(C)=N/NC(=O)C(=O)NCc1ccccc1	2.6	-5.7	0.7	-0.1	0.2	i	2.5	i	0.5	-0.5
COc1cc2c(cc1NC(=O)c1ccncc1)oc1ccccc12	-12.7	4.4	1.1	-4.7	-5.1	i	-0.2	i	2.7	-0.9
CN(Cc1ccc(Cl)cc1Cl)C(=O)C1CC(=O)N(Cc2ccco2)C1 (centres undefined)	.	8.7	-0.7	2.2	-0.3	i	2.4	i	-1.7	-1.6
CCOC(=O)C1=C(c2ccccc2)Nc2ncnn2C1c1ccccn1 (centres undefined)	-2.3	0.3	-0.5	-0.7	4.1	i	-2.3	i	-2.5	0.9
COc1cccc(NC(=S)N2CCC(c3ccc(C)cc3)C2)c1 (centres undefined)	13.5	-0.4	0.6	-0.3	-0.1	i	-9.5	i	3.9	1.6
O=C(c1cc(=O)c2ccccc2o1)N1CCN(c2ccccc2F)CC1	-4.2	-7.0	-1.2	0.1	-5.5	i	-1.7	i	-2.2	1.8
COC(=O)[C@@]1(Cc2ccc(OC)cc2)[C@H]2c3cc(C(=O)N4CCCC4)n(Cc4cc(C)n(C)n4)c3C[C@H]2CN1C(=O)c1ccccc1	.	1.1	0.9	.	-0.9	.	0.7	i	.	.
CCn1cc(Br)c(C(=O)Nc2ccc(C(=O)OC(C)C)cc2)n1	-10.8	-2.9	0.3	5.3	-1.6	i	-1.0	i	1.2	-3.0
Cc1cc(Cl)ccc1OCC(=O)NC1CCCC1	-5.2	0.1	0.3	-1.5	3.7	i	-0.9	i	0.2	1.7
O=C(c1ccc(C#CC2(O)CCCCC2)cc1)N1CCOCC1	-4.7	-3.8	-1.2	0.3	0.4	i	9.6	i	3.0	-1.4
O=C(CSCc1ccc(Cl)cc1)Nc1nccs1	-6.6	-4.6	-1.6	-2.6	-0.2	i	4.2	i	-3.5	-0.2
O=C(NCCc1ccc(Cl)cc1)Nc1cccc(Cl)c1	-5.2	-2.6	3.6	-4.4	5.0	i	-8.3	i	-0.9	-2.9
Cc1ccc(C)c(NC(=S)NNC(=O)c2csc(C)c2)c1	-6.8	0.9	0.7	-2.2	-7.5	i	-6.4	i	-0.7	-3.6
O=C1/C(=C/c2ccncc2)N=C2CCCCCN12	-9.0	-29.4	-0.3	0.5	-1.9	i	1.1	i	0.2	0.4
Cc1c(C#N)c(N=CN(C)C)c(C(=O)c2ccccc2)n1-c1ccc(Br)cc1	-4.5	-0.7	-0.3	-2.2	5.3	i	2.7	i	-0.2	0.5
Cc1cc(C)cc(C(=O)NN2CCN(C)CC2)c1	-1.1	0.4	-0.2	2.3	-2.6	i	-6.9	i	2.2	3.4
O=C(NCc1ccccn1)c1ccc(OC2CCN(Cc3ccccc3)CC2)cc1	-10.7	0.7	-1.6	1.9	-3.1	i	-5.4	i	-0.1	-3.2
COc1ccc(S(=O)(=O)N(CC(=O)O)c2ccccn2)cc1	9.4	-0.1	-0.5	-0.2	-3.1	i	-1.1	+	-0.1	-1.6
COc1ccc(CCN(Cc2nc(-c3ccccc3)no2)Cc2nc(-c3ccccc3)no2)cc1OC	-13.9	-1.8	5.6	-4.8	7.7	i	8.5	i	0.4	1.7
COc1ccc(Cl)cc1NC(=O)/C=C\C(=O)O	-10.7	1.5	-1.0	-0.8	3.5	i	-7.9	i	5.4*	1.4
Cc1occc(=O)c1OCc1ccccc1	-6.9	-1.0	-0.7	-0.6	-17.7	i	-2.3	i	1.9	-2.1
CCCCN(C(=O)COC(=O)c1nc2nccc(C)n2n1)C1CCS(=O)(=O)C1 (centres undefined)	-5.0	5.4	-0.7	1.0	1.3	i	-3.1	i	3.5	-0.8

Reformatted: results already given
smiles | Scp-1 inhibitor | SUMO1 PPI mod | LMPTP inh | DNMT1 inh | CSN inh | Rpn11 inh | NadD inh | Neddylation inh | Rin1-Abl PPI inh | STEP inh
O=C(NCc1ccccn1)c1ccc(OC2CCN(Cc3ccccc3)CC2)cc1 | -10.7 | 0.7 | -1.6 | 1.9 | -3.1 | i | -5.4 | i | -0.1 | -3.2
O=C1/C(=C/c2ccncc2)N=C2CCCCCN12 | -9.0 | -29.4 | -0.3 | 0.5 | -1.9 | i | 1.1 | i | 0.2 | 0.4
O=C(CSCc1ccc(Cl)cc1)Nc1nccs1 | -6.6 | -4.6 | -1.6 | -2.6 | -0.2 | i | 4.2 | i | -3.5 | -0.2
COc1ccc(CCN(Cc2nc(-c3ccccc3)no2)Cc2nc(-c3ccccc3)no2)cc1OC | -13.9 | -1.8 | 5.6 | -4.8 | 7.7 | i | 8.5 | i | 0.4 | 1.7
COc1ccc(Cl)cc1NC(=O)/C=C\C(=O)O | -10.7 | 1.5 | -1.0 | -0.8 | 3.5 | i | -7.9 | i | 5.4* | 1.4
CCCCN(C(=O)COC(=O)c1nc2nccc(C)n2n1)C1CCS(=O)(=O)C1 (centres undefined) | -5.0 | 5.4 | -0.7 | 1.0 | 1.3 | i | -3.1 | i | 3.5 | -0.8

Continuation.
SMILES	Scp-1 inhibitor	SUMO1 PPI mod	LMPTP inh	DNMT1 inh	CSN inh	Rpn11 inh	NadD inh	Neddylation inh	Rin1-Abl PPI inh	STEP inh
COCc1cc(C)nc2sc(C(=O)N3CCN(c4ccccc4)CC3)c(N)c12	-3.4	-12.2	-1.0	-1.5	-1.1	i	0.4	+	1.9	-0.4
CCOC(=O)C1=C(C)N=c2sc(=Cc3cc(Cl)c(OCC(=O)O)c(Cl)c3)c(=O)n2C1c1cccc(OC)c1 (centres undefined)	.	5.4	1.7	12.7	64.1*	.	33.9*	i	2.7	4.1
CCOC(=O)c1nn(-c2cccc(Cl)c2)c2nc(CC(C)C)c(C#N)c(=O)n12	-6.6	-2.4	4.4	2.2	-3.2	i	8.4	i	6.1	2.8
CCc1nnc(NC(=O)CSc2nnc(CNC(=O)c3ccccc3)o2)s1	.	-1.3	0.0	0.6	-1.0	i	-0.2	i	2.4	-1.3
N#Cc1ccc(Oc2cnccn2)cc1	0.1	-4.1	0.4	-1.3	2.9	i	-4.7	i	-4.8	-0.1
O=C1C(NS(=O)(=O)c2cccs2)=C(N2CCN(c3ccccc3)CC2)C(=O)c2ccccc21	-3.4	-16.1	4.1	-23.6	-3.8	i	12.1	i	0.3	2.3
Cc1ccc(S(=O)(=O)N2CCN(C(=O)CC(C)n3cncn3)CC2)cc1C (centres undefined)	-7.1	-1.5	-0.4	0.1	5.7	i	-6.3	i	-1.6	-0.8

Screening results as filed in PubChem BioAssay.
